Screening results (PubChem BioAssay)
PAX8 inh HTS: lowers PAX8-driven luciferase in RMG-I cells; RMG-I TPO-luciferase reporter, SteadyGlo, 24 h; inhibition, % at 12.6 µM; 1.2% of 360,000 active;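 active means mean replicate inhibition at least 60% with every replicate also reaching 60%; inconclusive means only one of the two criteria is met; inactive means mean below 60% and not all replicates reaching 60%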;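 further: luciferase light reporting Pax8 driven TPO promoter activity; plate controls were median of neutral control wells for no effect and mitoxantrone controls for full effect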
LGR2 inh: Drosophila LGR2 receptor signaling inhibition. HEK293 LGR2, CRE-luciferase, bursicon-stimulated, 4 h. inhibition, % at 9.99 µM. 0.35% of 380,000 active;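 active means drop in luminescence signal, shown as inhibition above about 50% in the replicate tests, limit read from the data, passing the limit was not always enough; inconclusive means probably only some replicates passing the limit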;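 further: agonist challenge used bursicon conditioned medium at about half maximal strength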
Cneo AK release: causes C. neoformans cell lysis. adenylate kinase release luminescence, 4 h; normalised: neutral wells 0, clomiphene wells 100. lysis activity, % at 15 µM. 0.2% of 360,000 active;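 active means mean lysis activity across replicates of at least 80%, whatever share of replicates individually reach that level; inactive means mean lysis activity below 80%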
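Signal: Adenylate kinase release luminescence | Assay system: Log-phase Cryptococcus neoformans yeast cells | Input: Cells at 5 × 10^6 per mL | Buffer or medium: Fresh YPD growth medium | Compound: Single dose | Schedule: Static 4 h at 37 °C with compound, 1 h detection | Controls: Clomiphene | Read-out: Luminescence rise reflecting yeast cell lysis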
Statin myotox sup: suppressors of simvastatin-induced myotoxicity in C2C12 myotubes; rescue of ATP level, % at 7.49 µM; AID 602340; 0.78% of 330,000 active; ATP luminescence, 48 h; scaled: DMSO 0, geranylgeraniol control 100;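 active means mean ATP rescue above about 67%, or every replicate alone reaching that limit, limit read from the data, passing the limit was not always enough; inconclusive means no clear call, values can overlap the other calls; inactive means mean under the limit and some replicate under it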;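 further: myotubes were challenged with 10 µM simvastatin during compound exposure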
GSIS activator: primary screen for activators of insulin secretion dependent on glucose, INS-1E cells, GLuc reporter luminescence. INS-1E GLuc reporter insulin secretion, 2-3 h. activation, % at 16.6 µM. 0.61% of 370,000 active. AID 743287;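 active means lowest replicate activation of at least 40%, so every replicate reaches that level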;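 further: 0% = median of neutral control wells and 100% = median of IBMX positive control wells; some compounds called inactive have numbers as strong as hits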
PglD inh: blocks C. jejuni PglD acetyltransferase activity; purified PglD enzyme, DTNB colorimetric CoA detection; inhibition, % at 12.5 µM; 0.098% of 360,000 active; AID 602405; in the data active means inhibition above about 16%, passing the limit was not always enough; inconclusive means no clear call, values can overlap the other calls; further: strong numbers were not always called active
PGC1a acetyl inh: PGC1a acetylation modulation, inhibitor mode. inhibition, % at 15.6 µM. AID 651687. 0.17% of 350,000 active. U2OS PGC1a acetylation, AlphaScreen anti-acetyl-lysine; with virally co-expressed GCN5 acetyltransferase;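 active means every replicate shows inhibition of at least 40%; inconclusive means mean inhibition at least 40% but some replicate below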;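 further: 0% = neutral control wells and 100% = positive control wells; some results beyond the cut were filed as inactive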
ARNT TACC3 PPI: disruptors of human ARNT/TACC3 interaction | Q9Y6A5 | AlphaScreen His-ARNT PAS-B/GST-TACC3 binding, luminescence; TACC3 fragment carries E629A point mutation | inhibition, % at 9.99 µM | 0.66% of 390,000 active;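 active means mean inhibition of replicates at least 50% and at least half of replicates each reaching 50%; inconclusive means half or more replicates reach 50% but mean below 50%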;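 further: 0% = complete ARNT plus TACC3 wells and 100% = ARNT alone without TACC3; many hits fall short of the cut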
* marks the source's active call; other numbers are inactive results. Random draw from the library, and some 2.9% of all compounds hit somewhere here.

CN(C(=O)CN1CCN(c2cc(-c3ccc(-c4ccccc4)cc3)ncn2)CC1)c1ccccc1 was read as PAX8 inh HTS 17.5, LGR2 inh 1.3, Cneo AK release -1.5, Statin myotox sup -6.0, GSIS activator -21.9 and PglD inh 0.0.
Screening O=C(C[C@H]1CC[C@@H]2[C@H](COC[C@@H](O)CN2Cc2cccc(-c3ccncc3)c2)O1)N1CCOCC1 returned PAX8 inh HTS 1.9, LGR2 inh 8.2, Cneo AK release 1.2, Statin myotox sup 29.9, GSIS activator 6.8, PglD inh 4.1, PGC1a acetyl inh 1.7 and ARNT TACC3 PPI -5.3.
Screening CC(C)CC#Cc1ccc2c(c1)O[C@H](CN(C)C(=O)Nc1ccccc1)[C@H](C)CN([C@@H](C)CO)S2(=O)=O returned LGR2 inh 29.2, Cneo AK release 2.5, Statin myotox sup -9.5, GSIS activator -16.4, PglD inh 0.8, PGC1a acetyl inh -4.2 and ARNT TACC3 PPI -1.4.
`CCCCN(C)C(=O)c1nc2ccccn2c1CN1CCN(c2cnccn2)CC1` gave PAX8 inh HTS 14.2, LGR2 inh 10.1, Cneo AK release 1.3, GSIS activator -1.1, PglD inh 1.4 and ARNT TACC3 PPI 16.9.
COc1cc(/C=C2/C(=O)NN(c3ccc(Cl)c(Cl)c3)C2=O)cc([N+](=O)[O-])c1O was read as PAX8 inh HTS -5.0, LGR2 inh -3.8, Cneo AK release -2.1, Statin myotox sup 7.9, GSIS activator -5.7, PglD inh -14.1, PGC1a acetyl inh 11.4 and ARNT TACC3 PPI 8.2.
Screening CN(Cc1ccc(OCC(O)CN(C)Cc2ccccc2)cc1)Cc1nccn1C (stereo not drawn) returned PAX8 inh HTS -14.8, LGR2 inh 0.9, Cneo AK release -3.3, Statin myotox sup -1.4, GSIS activator 46.5*, PglD inh -8.3, PGC1a acetyl inh 4.0 and ARNT TACC3 PPI 7.6.
Cc1ccc(CN=c2c([N+](=O)[O-])nn(-c3cccc(Cl)c3)n2O)cc1 was read as PAX8 inh HTS -12.8, LGR2 inh -22.3, Cneo AK release -3.9, Statin myotox sup -6.7, GSIS activator 8.9, PglD inh -5.9, PGC1a acetyl inh 2.6 and ARNT TACC3 PPI -3.6.
CCN(CC)S(=O)(=O)c1cccc(C(=O)NCC2CCCCC2)c1 was read as PAX8 inh HTS 0.3, LGR2 inh 2.1, Cneo AK release -1.4, Statin myotox sup -20.8, GSIS activator -2.0, PglD inh 1.5, PGC1a acetyl inh 5.2 and ARNT TACC3 PPI 4.0.
`C#CCN1C(=O)C(O)(CC(=O)c2cccc(OC)c2)c2ccccc21` (stereo not drawn) gave PAX8 inh HTS -35.2, Cneo AK release -0.9, Statin myotox sup -1.9, PglD inh -1.1, PGC1a acetyl inh -40.6 and ARNT TACC3 PPI -2.3.
`Cc1ccc(NC(=S)NNC(=O)c2nn(C)c(C)c2Cl)cc1` gave Cneo AK release -5.3, PglD inh 2.3, PGC1a acetyl inh inconclusive and ARNT TACC3 PPI 26.3.
`Cc1ccc(-c2csc(NC(=O)c3cnccn3)n2)cc1C` gave PAX8 inh HTS -22.2, LGR2 inh -4.0, GSIS activator 9.1 and ARNT TACC3 PPI 8.5.
For CCOC(=O)c1c(NC=O)sc2c1CCC2 the results were PAX8 inh HTS 21.7, Cneo AK release 1.2, Statin myotox sup 8.6, PglD inh -1.5 and ARNT TACC3 PPI -6.6.
Screening C[C@@H]1CCCCO[C@H](CN(C)Cc2ccc(C(=O)O)cc2)[C@H](C)CN([C@@H](C)CO)C(=O)c2cc(NS(=O)(=O)c3ccc(Cl)cc3)ccc2O1 returned PAX8 inh HTS 6.3, LGR2 inh -5.2, Cneo AK release -13.8, GSIS activator 19.5, PglD inh 2.7, PGC1a acetyl inh -16.2 and ARNT TACC3 PPI -7.0.
Screening CCOc1ccccc1NC(=O)C1CCCN(S(C)(=O)=O)C1 (stereo not drawn) returned PAX8 inh HTS -2.1, LGR2 inh -0.8, Cneo AK release -3.2, Statin myotox sup -2.9, GSIS activator -1.3, PglD inh -0.2, PGC1a acetyl inh 2.8 and ARNT TACC3 PPI -5.3.
Screening O=C(c1cccc(F)c1)N1CC(=O)N2[C@H](C1)[C@@H](c1ccc(-c3ccccc3F)cc1)[C@@H]2CO returned PAX8 inh HTS 20.2, LGR2 inh 5.5, GSIS activator -2.6 and PGC1a acetyl inh -2.6.
Screening C[C@@H]1CN([C@@H](C)CO)C(=O)c2cccc(NC(=O)CCCCCC(=O)Nc3ccccc3N)c2O[C@H]1CN(C)Cc1ccc2c(c1)OCO2 returned PAX8 inh HTS 56.8, LGR2 inh -13.4, GSIS activator 3.0 and PGC1a acetyl inh -24.2.
For O=C(N/N=C/C=C/c1ccccc1)c1cc(C2CC2)[nH]n1 the results were PAX8 inh HTS 19.6, LGR2 inh 6.5, Cneo AK release -3.3, GSIS activator -3.6, PglD inh -1.1, PGC1a acetyl inh -3.9 and ARNT TACC3 PPI -5.3.
`Cc1ccc(S(=O)(=O)N2CCOCC2)cc1C(=O)Nc1ccc(S(=O)(=O)Nc2nccs2)cc1` gave PAX8 inh HTS 3.0, LGR2 inh -6.0, Statin myotox sup -0.9, GSIS activator 9.6, PGC1a acetyl inh 4.3 and ARNT TACC3 PPI 11.0.
For CCOC(=O)c1c(-c2ccccc2)csc1N1C(=O)Nc2ccccc2N1O the results were PAX8 inh HTS 2.7, LGR2 inh -21.9, GSIS activator -10.8 and ARNT TACC3 PPI -2.7.
For COc1ccc(CN2CCN(Cc3ccon3)CC2CCO)c(C)c1C (stereo not drawn) the results were PAX8 inh HTS -14.2, LGR2 inh 6.8, Cneo AK release 1.3, GSIS activator 14.7, PglD inh -0.5, PGC1a acetyl inh -2.1 and ARNT TACC3 PPI 0.9.

For convenience, some entries already given.
CN(C(=O)CN1CCN(c2cc(-c3ccc(-c4ccccc4)cc3)ncn2)CC1)c1ccccc1 was read as PAX8 inh HTS 17.5, LGR2 inh 1.3, Cneo AK release -1.5, Statin myotox sup -6.0, GSIS activator -21.9 and PglD inh 0.0.
Screening O=C(C[C@H]1CC[C@@H]2[C@H](COC[C@@H](O)CN2Cc2cccc(-c3ccncc3)c2)O1)N1CCOCC1 returned PAX8 inh HTS 1.9, LGR2 inh 8.2, Cneo AK release 1.2, Statin myotox sup 29.9, GSIS activator 6.8, PglD inh 4.1, PGC1a acetyl inh 1.7 and ARNT TACC3 PPI -5.3.
Screening CC(C)CC#Cc1ccc2c(c1)O[C@H](CN(C)C(=O)Nc1ccccc1)[C@H](C)CN([C@@H](C)CO)S2(=O)=O returned LGR2 inh 29.2, Cneo AK release 2.5, Statin myotox sup -9.5, GSIS activator -16.4, PglD inh 0.8, PGC1a acetyl inh -4.2 and ARNT TACC3 PPI -1.4.
`CCCCN(C)C(=O)c1nc2ccccn2c1CN1CCN(c2cnccn2)CC1` gave PAX8 inh HTS 14.2, LGR2 inh 10.1, Cneo AK release 1.3, GSIS activator -1.1, PglD inh 1.4 and ARNT TACC3 PPI 16.9.
COc1cc(/C=C2/C(=O)NN(c3ccc(Cl)c(Cl)c3)C2=O)cc([N+](=O)[O-])c1O was read as PAX8 inh HTS -5.0, LGR2 inh -3.8, Cneo AK release -2.1, Statin myotox sup 7.9, GSIS activator -5.7, PglD inh -14.1, PGC1a acetyl inh 11.4 and ARNT TACC3 PPI 8.2.

(further entries)
Screening COc1ccc(OC[C@@H](O)CNC(=O)c2cccc3c2C(=O)c2ccc(Cl)cc2S3(=O)=O)cc1 returned PAX8 inh HTS -8.7, LGR2 inh 6.5, Cneo AK release -0.8, Statin myotox sup 0.1, PglD inh -2.6, PGC1a acetyl inh 15.3 and ARNT TACC3 PPI -0.8.
Screening CN(c1ccccc1)S(=O)(=O)c1cccc(C(=O)NCC(=O)Nc2ccc(F)c(F)c2F)c1 returned PAX8 inh HTS 9.7, LGR2 inh 3.4, Cneo AK release -4.4, Statin myotox sup -17.9, GSIS activator -49.1, PglD inh 0.8, PGC1a acetyl inh 15.8 and ARNT TACC3 PPI -0.9.
Screening CCCCn1c(-c2ccccc2C)nc2cc3[nH]c(=O)c(C(C)C)nc3cc21 returned PAX8 inh HTS 16.5, Cneo AK release -0.2, Statin myotox sup 12.0, PglD inh -1.0, PGC1a acetyl inh 3.2 and ARNT TACC3 PPI -6.3.
CC(C)N1CCN(Cc2ccc(Oc3ncccn3)cc2)CC1CCO (stereo not drawn) was read as PAX8 inh HTS -9.1, LGR2 inh -0.6, GSIS activator -9.5, PGC1a acetyl inh -7.7 and ARNT TACC3 PPI -4.9.
COc1cc2cnc(-c3ccccc3)c(-c3ccc(C(F)(F)F)cc3)c2cc1OC was read as PAX8 inh HTS 6.2, LGR2 inh 5.2, Cneo AK release 0.9, Statin myotox sup -2.6, GSIS activator -0.9, PglD inh 1.1 and ARNT TACC3 PPI 0.1.
`CCOc1ccc(S(=O)(=O)Nc2ccc(C(=O)NCC(c3ccco3)N3CCCCC3)cc2)cc1` (stereo not drawn) gave PAX8 inh HTS 17.9, LGR2 inh -14.1, Cneo AK release 5.7, Statin myotox sup -4.5, GSIS activator -19.0, PglD inh 7.7 and ARNT TACC3 PPI 7.8.
Screening COc1ccc(C(=O)NNC(=O)Cc2nc3ccccc3n2C)cc1 returned PAX8 inh HTS 67.7*, LGR2 inh 0.0, Cneo AK release 0.5, Statin myotox sup -0.2, GSIS activator -3.2, PglD inh 0.8, PGC1a acetyl inh 9.1 and ARNT TACC3 PPI 2.7.
Cc1ccc(NC(=O)COc2ccc(N(C)C(=O)C(C)(C)C)cc2)cc1S(=O)(=O)N1CCCCC1 was read as PAX8 inh HTS 28.8, LGR2 inh 17.9, Cneo AK release 1.4, Statin myotox sup 26.5, GSIS activator -38.3, PglD inh -5.0 and PGC1a acetyl inh -13.6.
CN(CC(=O)Nc1cc(Cl)ccc1C#N)C1CCS(=O)(=O)C1 (stereo not drawn) was read as PAX8 inh HTS 18.1, LGR2 inh 22.0, Cneo AK release 1.7, Statin myotox sup 1.9, GSIS activator -3.0, PglD inh 0.3 and ARNT TACC3 PPI 3.7.
CCCNC(=O)Nc1ccc2c(c1)C(=O)N(C)C[C@@H](OC)[C@H](C)CN(C)[C@@H](C)CO2 was read as LGR2 inh 3.0, Cneo AK release -5.5, Statin myotox sup -9.1, GSIS activator 8.8, PglD inh -0.6, PGC1a acetyl inh -0.3 and ARNT TACC3 PPI -8.9.
For COc1ccc(NC(=O)Nc2cccc3c2O[C@H](CN(C)C(=O)Nc2c(C)noc2C)[C@@H](C)CN([C@@H](C)CO)C3=O)cc1 the results were PAX8 inh HTS -17.0, LGR2 inh 2.6, Cneo AK release 3.4, Statin myotox sup 28.7, GSIS activator 15.7, PglD inh 0.5, PGC1a acetyl inh 3.9 and ARNT TACC3 PPI 11.7.
`C[C@H](CO)N1C[C@H](C)[C@H](CN(C)Cc2ccncc2)Oc2ccc(NC(=O)CCN3CCOCC3)cc2C1=O` gave PAX8 inh HTS -5.4, LGR2 inh 9.9, Cneo AK release -1.4, Statin myotox sup -16.8, GSIS activator 7.4, PglD inh 27.0 and PGC1a acetyl inh 0.2.
